NR1D1 modulator: modulators of human Rev-erb alpha DNA binding; Rev-erbα–FITC-DNA binding, fluorescence polarization, 90 min; activity, % at 10 µM; actives 0.79% (n = 370,000); AID 1259318;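 active means activity above about 14%, limit read from the data; passing the limit was not always enough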;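 further: 0% = DMSO wells with 35 nM protein and 100% = DMSO wells with 750 nM protein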
SMARCA2 activ: SMARCA2 function activation, primary screen; actives 1% (n = 370,000); activation, % at 9.1 µM; AID 652017; MG213 cells, MMTV-luciferase reporter, dexamethasone, overnight; in the data active means activation above about 7.8%;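 further: 0% = vehicle wells and 100% = reference activator wells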
PG9 Ab binder: PG9 antibody binding by small molecule. TR-FRET gp120-PG9 antibody binding. inhibition, % at 6.7 µM. actives 0.43% (n = 360,000). AID 624416; in the data active means inhibition above about 8.5%
rCAG RNA binder: binds r(CAG) RNA repeats; r(CAG) RNA repeat, TO-PRO-1 dye displacement fluorescence; inhibition, % at 3 µM; actives 1.3% (n = 370,000); AID 651821;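 active means inhibition above the plate cutoff, the mean of all test compounds on that plate plus 3 SD, cut at about 35% in these data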;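 further: 0% = DMSO alone and 100% = 100 µM mitoxantrone as full dye displacement; higher means more dye released from RNA so lower well fluorescence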
ASAP1 GAP inh: blocks human ASAP1-stimulated Arf1 GTP hydrolysis; GDP FP detection; inhibition, % at 16.5 µM; actives 0.19% (n = 360,000); AID 624377; Q9ULH1; in the data active means inhibition above about 25%;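 further: 0% = vehicle with enzyme and substrate and 100% = no enzyme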
Target sequence (Q9ULH1 325-724 limits assumed): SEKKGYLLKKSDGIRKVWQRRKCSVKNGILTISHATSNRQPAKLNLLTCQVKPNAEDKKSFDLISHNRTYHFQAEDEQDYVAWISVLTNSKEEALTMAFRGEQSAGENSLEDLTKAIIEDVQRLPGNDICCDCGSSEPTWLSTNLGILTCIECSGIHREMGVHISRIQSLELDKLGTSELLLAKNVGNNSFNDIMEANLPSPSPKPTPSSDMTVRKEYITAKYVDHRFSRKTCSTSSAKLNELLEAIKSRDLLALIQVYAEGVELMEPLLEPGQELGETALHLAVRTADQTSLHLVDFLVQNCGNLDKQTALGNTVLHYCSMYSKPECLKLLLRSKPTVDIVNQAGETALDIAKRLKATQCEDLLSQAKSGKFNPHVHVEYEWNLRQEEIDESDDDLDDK
HTRA1 inhibitor: inhibitors of human serine peptidase HTRA1; Q92743; recombinant HTRA1, FP-rhodamine activity-based probe, fluorescence polarization; inhibition, % at 5.96 µM; actives 0.5% (n = 340,000); AID 504803; in the data active means inhibition above about 36%;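 further: 0% = enzyme with DMSO and 100% = wells lacking enzyme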
Target sequence (Q92743 whole entry, looked up): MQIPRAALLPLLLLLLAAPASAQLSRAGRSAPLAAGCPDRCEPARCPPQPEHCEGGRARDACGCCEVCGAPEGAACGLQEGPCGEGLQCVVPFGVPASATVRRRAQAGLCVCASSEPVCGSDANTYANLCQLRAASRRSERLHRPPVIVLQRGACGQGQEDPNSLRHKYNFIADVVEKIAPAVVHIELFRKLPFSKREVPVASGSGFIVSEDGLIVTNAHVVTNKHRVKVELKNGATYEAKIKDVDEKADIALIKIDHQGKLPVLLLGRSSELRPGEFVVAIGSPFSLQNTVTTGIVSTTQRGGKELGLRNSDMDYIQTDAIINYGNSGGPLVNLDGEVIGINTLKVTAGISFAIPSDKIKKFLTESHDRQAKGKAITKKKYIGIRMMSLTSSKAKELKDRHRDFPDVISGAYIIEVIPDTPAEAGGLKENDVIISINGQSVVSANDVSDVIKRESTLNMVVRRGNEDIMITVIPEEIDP
mABHD4 FP: inhibitors of mouse ABHD4; Q8VD66; purified mABHD4, FP-Rh probe fluorescence polarization; inhibition, % at 8.92 µM; actives 0.54% (n = 370,000);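 active means inhibition exceeding the mean over every tested compound plus 3 SD, cut at about 30% in these data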;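 further: 0% = plate median of compound wells and 100% = S159A mutant with DMSO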
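Assay system: mABHD4 protein; medium: HEPES pH 7.0, NaCl, Pluronic buffer; dosing: 8.92 µM, single dose; schedule: 45 min + 60 min at 25 °C; signal: FP readout, ex 525 nm / em 598 nm; read-out: normalized percent inhibition of probe labeling; repeats: single replicate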
GC-B act: GC-B (human) receptor activation. HEK293-GC-B cells, CNP EC30, cGMP TR-FRET; 0% at EC30 CNP, 100% saturating CNP. activation, % at 10 µM. actives 0.11% (n = 370,000);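 active means activation at 10 µM reaching about 35% in either raw or pattern-adjusted values, limit read from the data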
ARFGAP1 inh: inhibitors of rat ARFGAP1; Arfgap1-stimulated ARF1 GTP hydrolysis, GDP FP detection; inhibition, % at 16.5 µM; actives 0.26% (n = 360,000);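 active means inhibition above a per-plate limit, mean inhibition of low control wells plus 3 SD, cut at about 25% in these data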;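 further: 0% = DMSO wells with enzyme and 100% = wells lacking Arfgap1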
Target sequence (Q62848 1-136 limits assumed): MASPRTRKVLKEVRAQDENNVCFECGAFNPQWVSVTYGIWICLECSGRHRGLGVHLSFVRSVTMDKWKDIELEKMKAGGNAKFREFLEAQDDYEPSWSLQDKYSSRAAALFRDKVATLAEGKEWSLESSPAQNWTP
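System: truncated rat Arfgap1 GAP domain / Medium: HEPES-based buffer, pH 7.5 / Also added: N-terminally truncated human ARF1-GTP substrate / Incubation: enzyme reaction 120 min at 25 °C after 20 min preincubation / Measured by: FP of antibody-bound GDP Alexa 633 tracer, ex 620/em 688 nm / Replicates: singlicate, each compound tested once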
NPR1 activator: GC-A (human) enzyme activation; P16066; HEK293 GC-A cells, cGMP TR-FRET, EC30 ANP; 0% at EC30 ANP, 100% saturating ANP; activation, % at 10 µM; actives 0.14% (n = 370,000); AID 1671463; in the data active means activation above about 40%
The depositor's hits bear a star; nt = no result given. Not a hit list; about 4.4% have a hit in one of these screens.

SMILES	NR1D1 modulator	SMARCA2 activ	PG9 Ab binder	rCAG RNA binder	ASAP1 GAP inh	HTRA1 inhibitor	mABHD4 FP	GC-B act	ARFGAP1 inh	NPR1 activator
Nc1[nH]c(C(=O)c2ccc(Br)cc2)c(-c2ccc(F)cc2)c1C(=O)NCCc1c[nH]c2ccccc12	13	3	-1.0	6	2	nt	33*	-5	0	-8
CC(C)NC(=O)C(Sc1ccccc1)c1ccccc1 (centres undefined)	-1	1	-0.6	-7	-11	-5	-4	-1	6	-3
COc1ccc(-c2csc3ncnc(N4CCN(S(=O)(=O)c5ccc(C)c(C)c5)CC4)c23)cc1	13	-2	0.0	6	15	-7	0	-3	-14	-7
COc1ccc(CSc2nc(C)[nH]c2[N+](=O)[O-])cc1[N+](=O)[O-]	2	-3	-1.2	3	-8	5	2	-8	-6	4
C=CCn1c(C)cc(C(=O)Cn2ncc(Cl)c(Cl)c2=O)c1C	-38	-12	-2.2	12	1	8	11	49*	-4	38
O=S(=O)(Nc1cccc(Cl)c1)c1ccc2oc(=S)[nH]c2c1	2	0	2.4	22	-10	-2	3	-3	8	2
COc1c(OC)c(O)c2c(=O)cc(-c3c(O)cccc3O)oc2c1OC	-3	3	-3.3	12	-6	23	13	2	-8	-2
CC(C)[C@@H](C(=O)N1CCNCC1)n1cc(CCO)nn1	-5	2	0.0	1	-5	-2	7	2	3	4
O=C(CCNC(=O)C1CCN(S(=O)(=O)c2ccccc2)CC1)NCc1ccc(Cl)cc1	-4	-1	-0.3	-3	-13	-3	-3	-3	0	-1
CCOC(=O)C1CCN(C(=O)Cn2ncc3c([nH]c4ccccc43)c2=O)CC1	-6	-2	3.6	0	0	-5	3	4	-5	-1
O=c1c2c(nc3nc[nH]n13)CCC2	-4	1	-1.6	1	-7	7	2	1	2	8
COC(=O)c1cn(NC(=O)C2CCC(C(C)(C)C)CC2)c(=O)c2ccccc12 (centres undefined)	11	1	0.4	1	3	-2	1	-1	-8	-3
CCOc1ccc(S(=O)(=O)N(C)CC(=O)NCCN2CCOCC2)cc1	5	-4	-1.5	1	7	-4	-3	1	8	3
C/C(CC(=O)Nc1cccnc1)=N\NC(=O)c1ccc([N+](=O)[O-])c(Cl)c1	5	4	-1.9	2	9	4	6	0	-4	-1
CC(C)C(=O)Nc1nnc(CCN2CCOCC2)s1	4	0	-1.3	-2	-17	5	1	3	3	-1
CCCC[C@@H]1C=C(C(=O)O)[C@H](c2ccc(CC)cc2)N1S(=O)(=O)c1ccc(C)cc1	-1	-1	0.5	66*	9	-12	-3	-2	-12	4
COc1ccc2cc(C(C)C(=O)Nc3cccc(S(=O)(=O)N(C)C)c3)ccc2c1 (centres undefined)	4	-3	-1.6	9	18	-58	-36	4	12	-3
CCN(CC)CCN1C(=O)c2ccccc2NC1c1cccc(F)c1 (centres undefined)	-7	2	0.1	-1	-7	0	-3	-23	-8	-32
COC(C[C@H]1O[C@H]1[C@@H](O)COCc1ccccc1)OC	1	0	-1.1	-2	7	6	10	8	0	1
O=C(c1ccccc1F)N1CCCC(c2ccccc2)C1 (centres undefined)	2	-2	-1.6	-3	3	-5	-4	-6	-9	-1

Rewritten with bars between the fields: entries from further up.
Structure | NR1D1 modulator | SMARCA2 activ | PG9 Ab binder | rCAG RNA binder | ASAP1 GAP inh | HTRA1 inhibitor | mABHD4 FP | GC-B act | ARFGAP1 inh | NPR1 activator
COc1ccc(-c2csc3ncnc(N4CCN(S(=O)(=O)c5ccc(C)c(C)c5)CC4)c23)cc1 | 13 | -2 | 0.0 | 6 | 15 | -7 | 0 | -3 | -14 | -7
COc1ccc(CSc2nc(C)[nH]c2[N+](=O)[O-])cc1[N+](=O)[O-] | 2 | -3 | -1.2 | 3 | -8 | 5 | 2 | -8 | -6 | 4

The list continues:
SMILES	NR1D1 modulator	SMARCA2 activ	PG9 Ab binder	rCAG RNA binder	ASAP1 GAP inh	HTRA1 inhibitor	mABHD4 FP	GC-B act	ARFGAP1 inh	NPR1 activator
CN1OC[C@@H]2CN(S(=O)(=O)c3ccccc3)[C@H](c3ccc(N4CCCCC4)cc3)C[C@@H]21	3	-5	1.2	10	7	nt	-4	7	-8	-3
O=Cc1s/c(=N\S(=O)(=O)c2ccccc2)n(CCCCl)c1Cl	2	-12	1.8	4	-10	-18	3	6	-5	-1
O=C(O)CC(O)C(=O)O (centres undefined)	6	1	-3.0	0	3	-4	2	10	-3	2
CCCCc1ccc(NC(=O)CC(C)=O)cc1	-1	-3	0.8	-1	7	1	3	-1	5	4
CCCC(=O)N1CCN(Cc2nc3cc([N+](=O)[O-])ccc3n2C)CC1	-2	-1	1.6	2	7	-1	7	4	1	-2
O=C(CSc1cccc2cccnc12)Nc1cccc(S(=O)(=O)N2CCOCC2)c1	-6	0	-0.2	-5	-6	-2	-2	-4	3	1
Nc1cccc2cc(S(=O)(=O)O)ccc12	-16	1	-5.8	30	2	14	64*	-5	-10	0
Cc1[nH]n(C)c(=O)c1C(=O)c1c(-c2c(Cl)cccc2Cl)noc1C	2	-3	-0.6	-8	-2	-3	-1	-1	4	1
COc1ccc(Br)cc1C(=O)Nc1ccc(N2CCCC2)cc1	2	-3	4.8	18	32*	6	15	-5	46*	0
CCOC(=O)[C@]12CCC=C1N(Cc1ccc3c(c1)OCO3)C(=O)[C@H](CC(=O)N1CCN(C(=O)c3ccco3)CC1)C2	1	-3	-0.8	1	8	nt	1	0	3	-2
CC(C)(C)NCC(O)COc1ccc(Br)cc1 (centres undefined)	2	0	-2.4	-9	1	-3	-1	0	0	2
CC(C)CC(=O)NC(=S)Nc1ccc(S(=O)(=O)N2CCN(C)CC2)cc1	3	-4	0.5	-4	-4	-1	3	-1	-7	0
Cc1ccc(S(=O)(=O)NCCCNC(=O)OCc2ccccc2)cc1	-14	3	-1.4	0	2	-5	-3	4	3	-1
Cc1ccc(NC(=O)CSCC(=O)N=c2sccn2C)cc1	3	-2	0.7	-2	-4	7	-3	-1	-4	1
COc1ccc(N2CCN(c3ncnc4c3cnn4-c3ccc(C)cc3C)CC2)cc1	-4	-2	-0.4	-1	-11	-7	3	-2	2	0
CCOC(=O)/C=C/C(=O)Nc1ccc(S(=O)(=O)Nc2c(C)cc(C)cc2C)cc1	0	2	-1.6	4	12	-13	-7	0	-1	6
COc1ccc(NS(=O)(=O)c2ccc(Cl)c(N)c2)cc1Br	-2	-1	0.6	10	4	-8	-8	-8	8	-14
CCCCNC(=O)C[C@@H]1C[C@@]2(C(=O)OC)CC(C)(C)CC=C2N(Cc2ccco2)C1=O	0	-2	0.0	0	4	nt	8	-10	-1	-6
CCOc1ccc2[nH]c(=O)c(CN(CCc3ccccc3)C(=O)N3CCCC3)cc2c1	0	-6	-0.1	2	0	-4	-3	-3	-2	-3
CCc1ccc(CNC(=O)C2CCN(S(=O)(=O)N3CCC(C)CC3)CC2)cc1	0	-2	-3.0	-6	13	-3	2	9	16	-1
CC(C)OCCCNC(=O)C(=O)N/N=C/c1ccc(OCc2ccccc2)cc1	-1	-5	-0.2	4	8	nt	-1	2	-4	2
Cc1c(NC(=O)COc2cccc(Br)c2)c(=O)n(-c2ccccc2)n1C	-3	0	-0.3	1	-7	-1	2	-3	5	4
CC12CC3CC(C)(C1)CC(Nc1nc(N4CCOCC4)nc4ccccc14)(C3)C2	-4	-1	1.4	1	-1	-2	2	-7	1	1
CC(=O)c1ccc(NC(=O)C2CC(=O)N(Cc3ccccc3)C2)cc1 (centres undefined)	-3	5	-0.4	0	2	10	1	2	-5	-1
CC(NC(=O)c1ccco1)C(=O)N(C)Cc1ccc(C(F)(F)F)cc1 (centres undefined)	-3	0	-1.1	0	-7	4	4	0	5	1
Cc1ccc(-c2cccc(C(=O)NCCc3ccccc3)n2)c2ccccc12	4	2	1.6	7	11	-45	-27	-8	11	-2
Cn1c(-c2ccccc2)c(Sc2ccccc2)c2cc(-c3ccc4cc[nH]c4c3)ccc21	1	4	1.9	9	17	nt	2	5	1	-1
O=C(c1cc2ccccc2oc1=O)N(Cc1ccc2c(c1)OCO2)Cc1ccco1	-1	1	1.7	9	0	-11	2	-7	3	-6
CCCCC(=O)Nc1cc(C)c(NC(=O)c2cccs2)cn1	1	2	-1.3	-1	3	-3	-1	7	5	-3
Cc1ccc(C(C)C)c(OCC(=O)NNC2=CC(=O)CC(C)(C)C2)c1	-3	-6	-2.8	-2	-10	-3	4	-1	5	4
NC(=O)CSc1oc(-c2ccco2)nc1S(=O)(=O)c1ccccc1	-5	-2	-5.7	9	2	-1	8	1	1	-1
Cc1ccc(SCC(=O)OCC(=O)N(CC(C)C)C2CCS(=O)(=O)C2)cc1C (centres undefined)	-1	-1	-0.3	-8	-1	0	4	0	3	0
Cc1ccc(S(=O)(=O)N2C[C@H]3C(=O)C[C@@H](c4ccccc4)N(S(=O)(=O)c4cccc(C)c4)[C@H]3C[C@H]2c2ccccc2)cc1	10	-4	-0.7	13	6	nt	-11	5	-1	-1
CCOC(=O)N1CCN(S(=O)(=O)c2cc(Br)cc3c2N(C(C)=O)C(C)C3)CC1 (centres undefined)	0	-4	0.6	-5	3	-7	0	-1	-10	-3
CN(C(=O)c1ccc(Br)o1)C1(C)CCS(=O)(=O)C1 (centres undefined)	0	-1	1.0	0	0	2	-5	-2	9	4
COc1cccc(NC(=O)NC2(C(=O)N3CCC(O)CC3)CCCCC2)c1	2	2	-2.5	1	-1	2	-3	5	10	0
CC(=O)Oc1ccc(N2C(=O)CCC2=O)cc1	-1	-1	-0.9	0	3	2	-3	5	-14	2
CN(C(=O)CSc1nc2c(cnn2-c2ccccc2)c(=O)[nH]1)C1CCS(=O)(=O)C1 (centres undefined)	-3	0	-0.1	3	-1	nt	-5	-4	2	4
CCS(=O)(=O)c1nc(S(=O)(=O)c2ccc(C)cc2)c(N2CCCC(C)C2)s1 (centres undefined)	2	-2	0.3	-5	-9	-12	-7	3	-18	3
COC(=O)c1ccc2c(=O)n(CCCN3CCCC3=O)c(=S)[nH]c2c1	4	-5	-2.4	1	19	-1	-7	-2	4	3

By substructure, those above containing a tert-butyl group.
SMILES	NR1D1 modulator	SMARCA2 activ	PG9 Ab binder	rCAG RNA binder	ASAP1 GAP inh	HTRA1 inhibitor	mABHD4 FP	GC-B act	ARFGAP1 inh	NPR1 activator
COC(=O)c1cn(NC(=O)C2CCC(C(C)(C)C)CC2)c(=O)c2ccccc12 (centres undefined)	11	1	0.4	1	3	-2	1	-1	-8	-3
CC(C)(C)NCC(O)COc1ccc(Br)cc1 (centres undefined)	2	0	-2.4	-9	1	-3	-1	0	0	2

Remaining list, next part
SMILES	NR1D1 modulator	SMARCA2 activ	PG9 Ab binder	rCAG RNA binder	ASAP1 GAP inh	HTRA1 inhibitor	mABHD4 FP	GC-B act	ARFGAP1 inh	NPR1 activator
O=C(O)CSc1cc(NS(=O)(=O)c2ccc(Cl)cc2)c2ccccc2c1O	2	-3	-0.9	37*	16	23	39*	5	10	5
COc1ccc(CNCC(O)(c2ccc(F)cc2)c2ccc(F)cc2)cc1OC	2	-5	2.2	-8	-3	-11	0	-13	14	-37
O=C(CN1CCC(NC(=O)Nc2ccc(Cl)cc2)CC1)Nc1ccc2c(c1)OCCO2	0	-7	nt	5	nt	nt	-3	-8	nt	1
COc1ccc(-c2nc(NC(=O)Cn3ccc(C(F)(F)F)n3)sc2C)cc1	4	-1	-0.8	0	5	-18	-22	-5	9	7
Cc1cccc(C)c1-n1nnnc1-c1cnccc1C(F)(F)F	8	-3	-1.6	-2	7	-6	-2	-2	0	5
COc1ccc(C(=O)Nc2cc(C)c3c(=O)oc4ccccc4c3n2)cc1	21	-5	-0.9	0	12	-8	2	-8	5	2
